From PubChem BioAssay
JMJD2C inh: blocks human GASC-1 demethylase activity. GST-JMJD2C(1-420) H3K9me3 demethylation, DELFIA europium. inhibition, % at 2.35 µM. actives 0.069% (n = 330,000). AID 2099;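 active = more than half of a compound's replicate wells show inhibition beyond 50%, single wells judged on their own value; inconclusive = some, but no more than half, of replicates pass 50% inhibition; inactive = no replicate passes 50% inhibition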;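 also: signal counts dimethyl H3K9 product captured on neutravidin plate; 0% = median of DMSO wells and 100% = 0.3 times that DMSO median; strong numbers were not always called active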
Fh CTSL1 inh: counter-screen for PFM18AAP inhibitors: inhibitors of F. hepatica cathepsin L1. AID 1906. recombinant F. hepatica cathepsin L1, Z-Leu-Arg-MCA fluorescence. actives 0.49% (n = 300,000). inhibition, % at 5.96 µM;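 active = inhibition above the mean of all tested compounds plus 3 SD, set per screening campaign, cut at about 17% in these data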;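 also: 0% = plate median of test compound wells and 100% = 1 µM Z-Phe-Ala-diazomethylketone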
PREPL inh: inhibitors of human prolyl oligopeptidase-like enzyme PREPL | recombinant PREPL, fluorescence polarization activity-based probe | AID 2751 | Q4J6C6 | actives 0.68% (n = 320,000) | inhibition, % at 5.96 µM; in the data active = inhibition above about 43%;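 also: 0% = enzyme with DMSO and 100% = wells lacking enzyme; many of its hits are not listed in these tables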
PP5 primary: blocks human protein phosphatase 5 activity | purified PP5c, OMFP substrate fluorescence | actives 0.18% (n = 320,000) | AID 1987 | inhibition, % at 6.7 µM | P53041;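 active = inhibition above the campaign's mean inhibition across all tested compounds plus 3 SD, cut at about 9.5% in these data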;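 also: 0% = DMSO only and 100% = 100 µM cantharidin control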
Efflux pump mplx: inhibitors of Candida antifungal efflux pumps expressed in yeast; S. cerevisiae Candida pump triplex, Nile Red efflux; inhibition, % at 10 µM; actives 0.44% (n = 330,000); AID 485275;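 active = plate passing quality check with inhibition over a set limit, or well fluorescence over plate mean plus 4 SD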;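 also: Nile Red retained in pooled yeast measured as flow cytometry median fluorescence; 0% = buffer negative control and 100% = Enniatin B positive control; higher means more Nile Red kept so more efflux inhibition; some compounds called inactive have numbers as strong as hits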
LYPLA2 counter: LYPLA2 (human) inhibition in PME1 counter-screen; AID 2177; recombinant LYPLA2, FP-Rh probe fluorescence polarization; O95372; inhibition, % at 5.9 µM; actives 0.38% (n = 320,000);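 active = inhibition above the screen-wide mean plus 3 SD, limit set per campaign, cut at about 26% in these data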;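 also: 0% = LYPLA2 with DMSO and 100% = wells lacking LYPLA2 enzyme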
Target sequence (O95372 whole entry, looked up): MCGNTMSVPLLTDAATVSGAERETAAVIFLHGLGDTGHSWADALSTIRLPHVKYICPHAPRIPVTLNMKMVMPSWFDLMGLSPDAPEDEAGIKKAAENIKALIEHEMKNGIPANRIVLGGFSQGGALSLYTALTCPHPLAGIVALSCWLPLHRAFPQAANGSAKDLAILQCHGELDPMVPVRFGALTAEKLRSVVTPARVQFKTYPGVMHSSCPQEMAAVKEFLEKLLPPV
PP1 inh: PP1-alpha (human) inhibition in PP5 counter-screen | purified PP1alpha, OMFP fluorescence | P62136 | actives 0.9% (n = 320,000) | inhibition, % at 6.7 µM | AID 2235;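 active = inhibition above the mean inhibition of all tested compounds plus 3 SD, computed separately for each screening campaign, cut at about 15% in these data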
Target sequence (P62136 whole entry, looked up): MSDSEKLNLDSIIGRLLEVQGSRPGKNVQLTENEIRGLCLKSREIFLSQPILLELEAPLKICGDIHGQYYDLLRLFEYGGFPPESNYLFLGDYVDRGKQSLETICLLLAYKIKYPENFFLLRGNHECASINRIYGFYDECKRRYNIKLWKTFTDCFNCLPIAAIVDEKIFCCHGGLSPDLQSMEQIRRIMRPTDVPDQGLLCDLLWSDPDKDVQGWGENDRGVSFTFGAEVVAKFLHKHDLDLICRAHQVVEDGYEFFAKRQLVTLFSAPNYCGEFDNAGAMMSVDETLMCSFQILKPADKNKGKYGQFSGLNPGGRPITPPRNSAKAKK
HCV core dimer: blocks dimerization of HCV core protein; TR-FRET GST/Flag-core106 dimerization, 1536-well; inhibition, % at 5 µM; actives 0.33% (n = 300,000);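 active = inhibition above the mean of all tested compounds plus 3 SD, set per screening campaign, cut at about 45% in these data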
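Assay system: Tagged HCV core106 pair (GST and Flag) | Buffer or medium: KF-containing HEPES buffer, pH 7.45, DTT, CHAPS, BSA | Also added: Eu donor and XL665 acceptor anti-tag antibodies | Dosing: One concentration, 5 µM, in 0.5% DMSO | Timing: 4 h at 22.5 °C | Technique: TR-FRET 671 and 617 nm emission | Repeats: Singlicate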
TPT1 inhibitor: blocks Candida albicans tRNA 2'-phosphotransferase. recombinant caTPT1, FP RNA substrate dephosphorylation. inhibition, % at 5 µM. actives 0.81% (n = 300,000). AID 1962;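 active = inhibition above the mean of all tested compounds plus 3 SD, set per screening campaign, cut at about 24% in these data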;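 also: plate controls were DMSO alone for no effect and ferristatin control at 100 nM for full effect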
* = called active by the depositor; ? = inconclusive; / = no result given. Only part of the results is shown (hit frequency here may not be typical).

structure	JMJD2C inh	Fh CTSL1 inh	PREPL inh	PP5 primary	Efflux pump mplx	LYPLA2 counter	PP1 inh	HCV core dimer	TPT1 inhibitor
COc1ccccc1C(=O)Nc1ccc(S(=O)(=O)Nc2cc(C)on2)cc1	-1	-1	5	0.7	0.0	-3	1	0	2
CCOc1ccc(Cl)cc1CNc1nnnn1C	4	-2	-12	2.6	-0.1	-7	-1	-6	-1
CCN(CC(=O)Nc1c(F)cccc1F)C(=O)c1ccc(N2CCOCC2)c([N+](=O)[O-])c1	-4	0	16	3.7	-0.1	6	-5	-5	-1
Cc1ccc2c(Cl)cc(Cl)c(OCC(=O)Nc3cccc(S(N)(=O)=O)c3)c2n1	-27	-2	4	3.1	0.2	-11	0	3	0
Cc1ccc(CNC(=O)COC(=O)c2cncc(Br)c2)cc1	-10	-5	-15	2.2	-0.2	7	-4	-4	-2
O=C(CSc1nnc(COc2ccccc2)o1)NCCc1ccccc1	2	0	-23	-1.8	-0.2	-1	1	1	-3
O=[N+]([O-])c1ccccc1/C=C/C=N/Nc1ccc(S(=O)(=O)Nc2ccc(Cl)cc2)cc1[N+](=O)[O-]	5	5	17	-0.2	0.3	12	0	31	2
O=C(CN(C(=O)c1csnn1)c1cccc(Cl)c1)NCCc1ccccc1	18	-2	2	2.2	-0.1	-1	5	-5	-3
CCOC(=O)CSc1nc(C)nc2c1sc1nc(C)c(C(C)=O)c(-c3ccc(OC)cc3)c12	-1	2	15	-0.1	-0.1	-6	-1	-4	3
O=S(=O)(c1cccs1)N1CCN(Cc2cccc(F)c2)CC1	8	-1	0	2.0	0.5	1	27*	7	1

One compound at a time (already shown).
O=S(=O)(c1cccs1)N1CCN(Cc2cccc(F)c2)CC1 as listed: JMJD2C inh: 8; Fh CTSL1 inh: -1; PREPL inh: 0; PP5 primary: 2.0; Efflux pump mplx: 0.5; LYPLA2 counter: 1; PP1 inh: 27*; HCV core dimer: 7; TPT1 inhibitor: 1
Cc1ccc2c(Cl)cc(Cl)c(OCC(=O)Nc3cccc(S(N)(=O)=O)c3)c2n1 as listed: JMJD2C inh: -27; Fh CTSL1 inh: -2; PREPL inh: 4; PP5 primary: 3.1; Efflux pump mplx: 0.2; LYPLA2 counter: -11; PP1 inh: 0; HCV core dimer: 3; TPT1 inhibitor: 0

The list goes on:
structure	JMJD2C inh	Fh CTSL1 inh	PREPL inh	PP5 primary	Efflux pump mplx	LYPLA2 counter	PP1 inh	HCV core dimer	TPT1 inhibitor
Cc1nc(-c2ccccc2)sc1C(N)=O	-214	0	1	1.6	-0.1	3	2	1	-4
Cc1ccc(NC(=O)C(=S)NCc2ccco2)cc1	8	8	-3	-0.1	-0.1	-7	-1	5	-3
O=C(NCCc1ccccc1)C(=O)N/N=C/c1ccccc1C(F)(F)F	-2	3	-3	-2.5	-0.1	-3	-2	-4	-1
N=C1/C(=C/c2ccco2)C(=O)N=C2SC(CC(=O)N3CCCC3)=NN12	21	6	-5	1.7	0.4	1	0	8	8
CS(=O)(=O)N1N=C(c2ccc3nccnc3c2)CC1c1ccccc1 (stereo not given)	-3	4	19	0.1	0.0	3	1	-2	-7
COc1ccccc1NC(=O)CNC(=O)c1ccc([N+](=O)[O-])cc1	2	0	-5	-1.2	0.1	4	2	-12	-1
O=C(Nc1ccccc1)N1CCc2ccccc2C1	5	-4	5	4.9	0.0	-2	-1	3	-4
COc1ccc(-c2cc(C(F)F)n3ncc(C(=O)N4CCN5CCCC5C4)c3n2)cc1 (stereo not given)	-14	3	4	1.0	0.0	11	-1	13	1
COc1ccc2c(C)cc(SCC(=O)Nc3ncc(Cl)cc3Cl)nc2c1	2	0	2	-0.5	-0.3	1	1	8	6
COc1ccc(N)cc1S(=O)(=O)Nc1ccccc1Cl	9	-4	15	1.7	0.0	6	0	-8	-1
COCc1c(C(=O)N2CCN(S(=O)(=O)c3ccccc3Cl)CC2)oc2ccccc12	-3	/	6	0.9	0.1	2	1	/	/
COc1cc(/C=N/N=C2/SCC(=O)N2c2ccc(O)cc2)ccc1O	5	3	-5	0.0	0.2	-7	0	-3	-1
Fc1ccc(CSc2ncnc3sc4c(c23)CCCC4)cc1	5	-1	3	0.7	0.1	0	-3	-1	-1
NC(CCCCc1ccccc1)c1cccc2ccccc12 (stereo not given)	-25	2	-79	1.9	-0.1	13	6	-8	-2
COc1ccc(C2(C(=O)Nc3ccc(C)cc3)CCOCC2)cc1	-8	0	1	-3.3	-0.1	11	0	-1	-1
COc1cccc(/C=C/C(=O)OCC(=O)NC(=O)NC2CCCC2)c1	7	/	14	2.1	0.0	9	0	/	/
O=C(CN1C(=O)NC2(CCCC2)C1=O)NNC(=O)c1ccc(Br)cc1	-6	-10	7	-1.8	0.1	-4	-5	1	-2
CC(C(=O)Nc1ccc(S(=O)(=O)N2CCCCC2)cc1)N1CCN(c2ccccn2)CC1 (stereo not given)	8	-1	-2	-0.9	0.0	5	2	13	0
COc1ccc(NC(=O)N2CCCC2C(=O)Nc2ccc(C)c(Cl)c2)cc1 (stereo not given)	4	0	17	1.8	-0.1	0	-2	-2	0
C/C(=N\NC(=O)c1ccc2c(c1)OCCO2)c1ccccc1	-12	4	6	-0.7	-0.1	-1	-6	4	2

The list continues:
Screens in order – JMJD2C inh, Fh CTSL1 inh, PREPL inh, PP5 primary, Efflux pump mplx, LYPLA2 counter, PP1 inh, HCV core dimer, TPT1 inhibitor
O=C(Nc1nc2ccccc2s1)c1cccc(N2C(=O)CCC2=O)c1
→ -7, 1, -3, -0.8, 2.6, -9, 0, 11, 3
Nn1c(CN2CCCCC2)nc2ccccc2c1=O
→ 7, 3, 12, 0.3, -0.1, 1, -1, -3, -4
CCOC(=O)c1c(CC(C)C)csc1NC(=O)COC(=O)C1=NNC(=O)CC1
→ 6, 2, -5, -1.7, 0.1, 1, -2, 1, -1
O=C(O)c1cccc(NC(=O)C2CCCO2)c1 (stereo not given)
→ -25, -3, 11, -0.3, -0.3, -3, -1, -2, -4
COc1ccc(OC)c(N=C2C(=O)Nc3ccccc32)c1
→ 5, -1, 13, -0.5, -0.1, 4, 2, -1, 1
COc1ccc(NC(=O)C2CCC(=O)N2S(=O)(=O)c2ccc(C)cc2)cc1Cl (stereo not given)
→ -4, 1, 6, -3.1, -0.3, -5, 4, -2, -2
C/C(=N/NC(=O)c1cccs1)c1cccc(N)c1
→ 8, 2, 12, 0.9, 0.1, -2, 0, -1, 0
COc1ccc(S(=O)(=O)Nc2cc3[nH]c(=O)oc3cc2C)cc1
→ 11, 1, 8, 1.9, -0.2, -4, 0, 8, 0
COCCn1c(-c2ccc(Cl)cc2)nc2oc3cc(OC)ccc3c(=O)c2c1=O
→ -8, 2, -2, 0.5, 0.0, 6, 3, 7, -3
C=CCNC(=O)c1ccc2nc(-c3ccccc3)c(-c3ccccc3)nc2c1
→ 3, 4, -8, -4.2, 0.3, -14, -5, 7, 5
O=C(CSC1=Nc2ccccc2C2=NC(c3ccccc3)C(=O)N12)NCC1CCCO1 (stereo not given)
→ 0, -6, 0, 1.4, 0.1, 0, -4, 0, 2
COc1cc(NC(=O)Cn2cnc(S(=O)(=O)N3CCC(C)CC3)c2)cc(OC)c1OC
→ -2, -2, 7, -0.6, 0.0, 0, -3, 7, -1
Cc1cccc(C)c1NC(=O)N1C2CCC1CC(O)(c1cccnc1)C2 (stereo not given)
→ -17, -5, 5, 0.7, 0.1, -10, -4, 0, 2
COc1cccc(-n2c(=O)n(Cc3ccccc3)c(=O)c3[nH]cnc32)c1C
→ ?, -1, -6, -2.9, 0.1, 9, -6, 1, -5
CC1(C)CC(=O)C(C(c2cccc([N+](=O)[O-])c2)C2C(=O)CC(C)(C)CC2=O)C(=O)C1
→ 8, 2, -1, 1.1, -0.3, -4, 1, 5, 0
COCCNc1cc(NCCOC)c([N+](=O)[O-])cc1[N+](=O)[O-]
→ -8, 0, 6, 1.3, -0.5, 3, 0, 6, 1
CCN(CC)c1ccc(NC(=O)C2CCCN(S(=O)(=O)c3cccnc3)C2)c(C)c1 (stereo not given)
→ -11, -3, -1, -2.0, -0.1, -7, -6, -12, -1
CC(C)c1ccccc1-n1c(-c2cccnc2)n[nH]c1=S
→ -3, 2, 1, -1.3, -0.1, 2, 8, -3, -1
Cc1ccccc1NC(=O)c1[nH]cnc1C(=O)NN
→ -5, -1, 1, 0.7, 0.0, -6, -1, -5, -1
Nc1c(S(=O)(=O)c2ccccc2)c2nc3ccccc3nc2n1/N=C/c1ccco1
→ -8, 3, -10, 1.8, 0.0, -16, -2, 21, 17
O=C1C2C(c3ccccc3)CC=CC2[C@H](c2ccoc2)N1Cc1ccccc1 (stereo not given in full)
→ 6, 1, -3, 2.3, 0.1, 1, 0, 18, -1
COc1ccc(CCNC(=O)CSc2ccc3nnc(CCNC(=O)c4ccccc4)n3n2)cc1OC
→ -4, -3, -1, 1.8, -0.5, -4, -1, -11, 1
CCNC(=O)NC(=O)CSc1ccc(S(=O)(=O)N(C)C2CCCCC2)cn1
→ 2, /, 10, 0.2, 0.0, 4, -1, /, /
COc1cc(NC(=O)/C=C/c2ccccc2)c(C(=O)O)cc1OC
→ 0, 0, -5, 2.3, 0.0, 3, -1, -4, 2
O=C(Nc1nnc(-c2cccnc2)o1)c1cccc(Cl)c1
→ 36, 3, 2, -1.8, 0.0, -2, 8, 3, 3
